STEP block: STEP phosphatase inhibitors, primary screen, biochemical, fluorescence intensity, uHTS. 0.25% of 360,000 active. recombinant STEP, OMFP fluorogenic substrate. Tyrosine-protein phosphatase non-receptor type 5 (Homo sapiens), P54829. inhibition, % at 20 µM;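 active = inhibition at 20 µM, scaled per plate between control wells, above about 37%, limit read from the data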;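 note: 0% = DMSO with enzyme and substrate and 100% = substrate only without enzyme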
Target sequence (P54829 whole entry, looked up): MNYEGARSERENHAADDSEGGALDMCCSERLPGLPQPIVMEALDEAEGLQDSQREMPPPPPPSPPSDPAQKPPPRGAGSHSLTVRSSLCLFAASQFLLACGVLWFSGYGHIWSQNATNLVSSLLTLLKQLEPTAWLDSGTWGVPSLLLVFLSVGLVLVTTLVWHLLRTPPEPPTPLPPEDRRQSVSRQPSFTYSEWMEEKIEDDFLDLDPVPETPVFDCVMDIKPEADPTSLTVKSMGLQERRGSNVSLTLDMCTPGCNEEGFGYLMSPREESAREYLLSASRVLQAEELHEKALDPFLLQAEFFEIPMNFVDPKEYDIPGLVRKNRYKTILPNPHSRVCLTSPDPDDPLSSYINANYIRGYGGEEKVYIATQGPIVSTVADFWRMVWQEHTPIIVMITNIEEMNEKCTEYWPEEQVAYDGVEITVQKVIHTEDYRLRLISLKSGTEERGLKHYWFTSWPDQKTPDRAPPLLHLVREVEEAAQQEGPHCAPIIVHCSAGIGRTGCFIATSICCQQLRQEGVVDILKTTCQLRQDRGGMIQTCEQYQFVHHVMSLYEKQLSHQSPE
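Also added – OMFP at 25 µM · Test system – STEP tyrosine phosphatase · Technique – FITC-channel fluorescence of OMFP product · Schedule – 20 min at room temperature, dark · Evaluation – control-normalized % inhibition with plate pattern correction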
TbMetRS inhib: T. brucei MetRS inhibitors, primary screen, biochemical, luminescence. methionyl-tRNA synthetase (Trypanosoma brucei brucei). purified T. brucei MetRS, ATP depletion, Kinase-Glo luminescence. inhibition, % at 11.9 µM. 0.4% of 360,000 active;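 active = inhibition above a per-plate cutoff of the control wells' mean inhibition plus 3 SD, cut at about 5.5% in these data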;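 note: 0% = DMSO wells median and 100% = median of wells with control inhibitor compound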
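Dosing: 11.9 µM single point; system: parasite MetRS enzyme; technique: luminescence of leftover ATP; times: 15 min enzyme-compound preincubation, 2 h reaction, 10 min detection, 25 °C; replicates: each compound tested once; read-out basis: percent inhibition relative to median high and low control wells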
DNMT1 inh: human DNMT1 methyltransferase inhibitors, primary screen, biochemical, molecular beacon, fluorescence, HinP1I cleavage, uHTS; inhibition (reported as % activation of signal), % at 10 µM; 0.83% of 360,000 active; AID 588458, 2011; DNA (cytosine-5)-methyltransferase 1 (Homo sapiens), P26358; in the data active = inhibition above about 50%
Scp-1 inhibitor: Scp-1 phosphatase inhibitors, primary screen, biochemical, colorimetric, uHTS; Carboxy-terminal domain RNA polymerase II polypeptide A small phosphatase 1 (Homo …; Recombinant Scp1, phosphopeptide, malachite green phosphate absorbance; inhibition, % at 20 µM; 0.88% of 340,000 active; AID 493091, 2011;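 active = inhibition above about 50% at 20 µM, limit read from the data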;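 note: plate controls were DMSO wells with enzyme for no effect and wells lacking enzyme for full effect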
Target sequence (Q9GZU7 76-261 limits assumed): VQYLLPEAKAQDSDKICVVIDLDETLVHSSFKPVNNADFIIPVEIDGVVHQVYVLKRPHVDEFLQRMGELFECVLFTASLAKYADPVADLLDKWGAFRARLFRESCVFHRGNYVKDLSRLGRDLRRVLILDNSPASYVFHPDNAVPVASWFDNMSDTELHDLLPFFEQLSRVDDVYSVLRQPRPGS
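Test system: SCP-1 phosphatase catalytic domain, residues 76-261; measured by: colorimetric phosphate reagent with accelerator and stabiliser, absorbance at 630 nm; timing: enzyme reaction 45 min at room temperature, colour 5 min, stabilisation 30 min; also added: Phosphorylated 17-residue peptide substrate; compound dosing: one concentration, 20 µM, with 1.0% DMSO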
LMPTP inh: LMPTP phosphatase inhibitors, primary screen, biochemical, fluorescence intensity, uHTS. Low molecular weight phosphotyrosine protein phosphatase (Homo sapiens), P24666. inhibition, % at 20 µM. 0.22% of 360,000 active. recombinant LMPTP-A, OMFP fluorogenic substrate. AID 651560, 2012;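 active = compounds that cut the enzyme signal by at least half of the control window in the single-dose screen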;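 note: plate controls were DMSO wells with enzyme plus substrate for no effect and substrate without enzyme for full effect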
Target sequence (P24666 whole entry, looked up): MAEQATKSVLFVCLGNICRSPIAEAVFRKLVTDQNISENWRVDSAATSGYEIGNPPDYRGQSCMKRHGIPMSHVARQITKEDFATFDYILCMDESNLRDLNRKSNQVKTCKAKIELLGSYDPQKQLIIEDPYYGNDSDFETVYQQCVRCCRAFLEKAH
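Test system – LMPTP-A phosphatase enzyme · Quantity – 0.625 nM LMPTP-A final · Reagent – OMFP substrate, 400 µM final · Dosing – one test concentration per compound, 20 µM, with 3% DMSO overall · Timing – 50 min enzyme reaction at room temperature, protected from light · Detection – fluorescence intensity · Controls – substrate-only low control, DMSO enzyme-plus-substrate high control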
NRP1-CendR mod: modulators of CendR peptide binding to NRP-1, primary screen, biochemical, fluorescence polarization, uHTS; Neuropilin-1 (Homo sapiens), O14786; FAM-RPARPAR peptide binding to NRP-1; inhibition, % at 25 µM; 0.85% of 360,000 active;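 active = inhibition or corrected inhibition above about 18%, plus a signal ratio from 0.5 to 1.5, limit read from the data, passing the limit was not always enough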; note: strong numbers were not always called active
NadD block: inhibitors of S. aureus NadD, primary screen, biochemical, colorimetric, uHTS; inhibition, % at 20 µM; 0.78% of 360,000 active; purified NadD enzyme, colorimetric absorbance read-out; in the data active = inhibition above about 26%; note: some compounds past the cut are filed as inactive
SUMO1 PPI mod: modulators of SUMO1 protein-protein interactions, primary screen, biochemical, uHTS; 0.33% of 360,000 active; SUMO1 binding to a labelled peptide, TR-FRET, 1 h; inhibition, % at 20 µM; in the data active = inhibition above about 37%
Target sequence (P63165 whole entry, looked up): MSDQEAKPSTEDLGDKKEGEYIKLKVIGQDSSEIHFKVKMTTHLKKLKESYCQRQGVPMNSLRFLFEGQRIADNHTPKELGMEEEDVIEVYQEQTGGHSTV
Neddylation inh: inhibitors of cullin neddylation, primary screen, biochemical, TR-FRET, uHTS, NAE and Ubc12 | calls only at 25 µM | AID 651699, 2012 | 0.58% of 360,000 active | NEDD8-conjugating enzyme Ubc12 (Homo sapiens) + NEDD8-activating enzyme E1 regulatory …; in the data active = inhibition above about 36%
SKN-1 block: suppressors of acrylamide-induced Pgst-4::GFP reporter in worms, primary screen, SKN-1 inhibitor project, whole organism, uHTS, GFP/RFP fluorescence ratio, strain VP596. C. elegans VP596 Pgst-4::GFP/RFP ratio, 24 h. inhibition, % at 21.8 µM. 0.49% of 360,000 active;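 active = interference check ratio from 0.5 to 1.5 plus GFP to RFP signal ratio inhibition reaching or exceeding a fixed threshold, cut at about 30% in these data, passing the limit was not always enough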; note: some compounds called inactive have numbers as strong as hits
* hit, by the source's call; i = inactive; . = no result given.

The first two records, ahead of the listing:
canonical_smiles	Neddylation inh	SUMO1 PPI mod	NadD block	DNMT1 inh	STEP block	Scp-1 inhibitor	SKN-1 block	LMPTP inh	NRP1-CendR mod	TbMetRS inhib
CCOc1ccc(OCC)c(Nc2cc(C)nc3ncnn23)c1	i	4.9	3.1	1.6	0.3	4.4	15.7	-0.2	4.3	-0.4
CCOC(=O)N1N=C(c2ccc(OC)cc2)CC1(O)C(F)(F)F (stereo not drawn)	i	-4.3	2.0	0.6	-1.7	-6.7	2.7	-1.6	2.9	-0.6

Main list, from the start:
canonical_smiles	Neddylation inh	SUMO1 PPI mod	NadD block	DNMT1 inh	STEP block	Scp-1 inhibitor	SKN-1 block	LMPTP inh	NRP1-CendR mod	TbMetRS inhib
CCOc1ccc(OCC)c(Nc2cc(C)nc3ncnn23)c1	i	4.9	3.1	1.6	0.3	4.4	15.7	-0.2	4.3	-0.4
CCOC(=O)N1N=C(c2ccc(OC)cc2)CC1(O)C(F)(F)F (stereo not drawn)	i	-4.3	2.0	0.6	-1.7	-6.7	2.7	-1.6	2.9	-0.6
CC(C)(C)OC(=O)[C@H](Cc1ccccc1)NC(=O)c1nc[nH]c1C(=O)N1CCNCC1	i	3.5	-1.8	7.4	-3.5	10.6	2.4	-3.6	34.2*	-0.4
Cc1ccc(CSC2=Nc3ccccc3C3=NC(=O)CN23)cc1	i	-3.4	8.5	-8.4	1.1	-7.0	10.3	3.5	-23.2	-0.1
COc1ccc([C@H]2CC(=O)C=C(c3cc(C)ccc3F)C2)cc1	i	-2.2	-4.9	-0.3	0.6	-20.7	17.7	3.0	2.4	-0.2
O=C(Nc1cccc(Cl)c1)Nc1cccc(C(=O)O)c1	i	6.6	-7.1	0.3	-1.2	-18.4	16.4	-1.4	-9.2	0.8
Cc1ccc(-c2ccc(/C=C3/NC(=O)NC3=O)o2)cc1[N+](=O)[O-]	i	4.3	14.3	-1.9	0.8	0.7	-9.9	0.9	4.3	-0.2
CCN(CC)CCN(CC(=O)N(C1CCCCC1)C1CCCCC1)C(=O)c1cccnc1	i	-2.2	-3.7	-0.3	0.3	0.6	-1.5	0.5	-13.1	0.1
CSCC[C@H](NC(=O)c1cccs1)c1nnc2ccccn12	i	2.9	-6.0	3.4	-0.6	-4.3	-3.5	-2.5	11.3	0.0
NC(=O)Nc1n[nH]c(-c2ccccc2)n1	i	9.1	-0.6	0.2	-2.1	-11.0	14.0	0.7	1.7	0.0
COc1ccc(NC(=O)c2cc(-c3cc(F)ccc3OCC3CCCO3)n[nH]2)c(C)c1 (stereo not drawn)	i	6.7	-4.5	-1.6	0.8	.	11.9	2.0	0.7	0.0
N#C/C(=C/c1ccc(N2CCOCC2)o1)C(=O)NC1CCCCC1	i	-25.2	5.8	21.4	0.0	0.2	12.0	8.5	-240.6	-1.1
Cn1c(=O)c2c(nc(CN3CCN(C(c4ccccc4)c4ccccc4)CC3)n2CCCO)n(C)c1=O	i	-3.1	0.7	-0.1	-2.6	-7.1	2.5	-1.6	3.1	0.5
CCOc1cc(/C=C(/C#N)c2ccc(Cl)cc2)cc(Cl)c1OCC(=O)O	i	2.2	9.0	0.0	4.6	-0.7	-0.3	1.3	-65.6	0.0
CC(C)NS(=O)(=O)c1ccc(NC(=O)Cc2cccs2)cc1	i	-1.9	-4.3	2.3	-5.2	-2.7	2.4	-1.2	-4.9	-0.8
COc1ccc(CCNC(=O)c2ccc(CN3CCC(Cc4ccccc4)CC3)cc2)cc1OC	i	-0.5	1.5	-7.9	-0.4	-1.4	-1.8	-0.7	2.7	-0.5
OCC[C@H]1C[C@@H](O)[C@H](O)[C@@]2(OCc3ccccc32)O1	i	1.1	-2.6	-0.6	-3.2	11.4	0.1	-1.7	5.4	-0.2
O=S(=O)(CCNCc1ccccc1)NC1CCCCC1	i	-0.3	-3.7	-0.5	-0.8	-1.9	-6.6	-1.7	11.1	-0.3
c1ccc2c(-c3nnc4n3CCCCC4)cc(-c3ccncc3)nc2c1	i	-8.2	4.7	-8.3	-1.4	-4.6	0.9	-0.1	4.7	0.0
CC(C)C(NS(=O)(=O)c1ccc2c(c1)oc(=O)n2C)C(=O)N1CCN(Cc2ccccc2)CC1 (stereo not drawn)	i	-2.6	-0.8	0.7	-0.7	-12.2	-1.7	2.3	1.8	-0.2
CCCCc1ccc(NC(=O)c2ccc(N(C)S(C)(=O)=O)cc2)cc1	i	-0.6	-2.1	-0.3	0.8	-8.4	-4.6	3.7	11.1	-1.0
CN1CCN(C(=O)c2cc(-c3ccccc3)on2)CC1	i	-0.9	-4.1	3.2	1.9	-1.3	8.5	-0.5	-4.7	-0.6
COC(=O)CSc1nc2cc(C)cc(C)c2cc1C#N	i	-11.1	-3.4	-25.4	1.4	-10.4	37.3*	0.9	2.7	-0.8
Nc1ncnc2c1ncn2[C@@H]1O[C@H](CNCc2ccc(-n3cccn3)cc2)[C@@H](O)[C@H]1O	i	0.7	-5.7	3.1	-1.0	-8.3	10.7	-0.9	-17.0	-1.2
CCCC(=O)c1c(C)c2ccccc2n1C	i	-5.5	5.1	-0.1	-0.4	-8.6	-4.5	0.7	12.5	-0.6
O=C(NCc1ccc(Cl)cc1)c1nccnc1CO	i	4.0	-2.1	-1.6	-2.6	-4.5	14.3	-1.8	3.9	-0.4
COc1ccc(S(=O)(=O)Nc2nc(C(F)(F)F)cs2)cc1	i	2.4	-3.7	2.5	11.0	-12.2	-12.8	-2.0	5.1	-0.4
CCCC(C(=O)NC(C)(C)C)N(CCN1CCOCC1)C(=O)CNS(=O)(=O)c1ccccc1 (stereo not drawn)	i	2.9	-0.6	-2.5	1.3	-5.3	-0.4	0.0	-17.7	-0.7
O=C(c1ccc(S(=O)(=O)c2ccccc2Cl)c([N+](=O)[O-])c1)N1CCN(Cc2ccccc2)CC1	i	-13.8	4.2	1.1	-1.5	-1.3	9.6	2.0	14.0	0.1
Cc1cc(C)c(C#N)c(Sc2ccc(N)cc2)n1	i	3.1	2.1	-3.6	0.3	-5.5	-1.7	-0.3	4.6	0.1
CN(c1ccccc1C(=O)Nc1cccc(Br)c1)S(=O)(=O)c1ccccc1	i	0.3	-11.0	2.1	-1.2	-8.7	4.5	-0.3	-0.4	-0.6
COc1ccc(CN(C)S(=O)(=O)c2c(C)noc2C)cc1OC	i	1.9	-5.0	-0.6	-3.4	-6.1	3.4	0.3	2.7	0.0
COc1n[nH]c2nncnc12	i	-22.5	-3.4	-2.3	0.5	-12.7	2.1	-3.6	28.4*	-0.2
COc1cc(C(C)=O)ccc1OCC(=O)N1CCC(Cc2ccccc2)CC1	i	1.2	0.3	-1.3	0.0	.	-1.9	0.2	-0.3	-0.3
O=C(O)c1ccc(CNC(=O)c2ccc3c(c2)C(=O)N(Cc2cccnc2)C3=O)cc1	i	-29.6	-4.7	-1.4	-1.0	13.0	8.9	1.5	4.7	0.0
CC(C)(C)OC(=O)C[C@@H]1C/C=C\C[C@@H](CC(=O)N[C@H](CO)Cc2ccccc2)C(=O)N2CCC[C@@H]2COC1=O	i	0.5	-6.8	4.4	3.6	-11.3	0.0	1.5	2.9	-0.3
Cc1ccc(Nc2c3c(nc4ncnn24)CCC3)cc1	i	-2.7	-2.1	-0.3	0.9	2.3	5.7	-0.6	-14.9	0.0
COc1ccc(C(c2c(C)[nH]n(-c3ccccc3)c2=O)c2c(C)[nH]n(-c3ccccc3)c2=O)cc1OC	i	32.4	-1.6	-5.0	3.7	-11.1	-3.3	6.9	1.5	-0.6
COc1ccc(-c2nnn(CC(=O)N(CCCO)C(C(=O)NC3CCCC3)c3ccncc3)n2)cc1 (stereo not drawn)	i	3.4	5.3	0.5	1.3	-1.9	-2.2	0.7	-3.9	0.7
O=C(CC(NC(=O)OCc1ccccc1)C(=O)O)OCc1ccccc1 (stereo not drawn)	i	2.7	-1.4	0.0	0.2	-10.6	-0.7	0.8	-4.7	0.2
CCN(c1ccccc1)S(=O)(=O)c1ccc(OC)c(NC(=O)Cc2ccccc2OC)c1	i	7.0	-8.5	-5.8	0.9	-11.5	0.5	3.4	-13.6	0.4
COc1ccc(Cc2nnc(SCC(=O)c3ccc4c(c3)NC(=O)CO4)o2)cc1	i	-10.3	3.7	-7.4	2.6	-3.9	-3.0	17.9	-12.7	-0.4
COc1ccc(-c2ccc(SCc3cccnc3)nn2)cc1OC	i	7.0	2.6	0.2	3.3	-12.9	0.4	0.8	14.2	0.3
NC(=O)CC(NC(=O)c1ccccc1)c1ccc(NC2CCCCCCC2)c([N+](=O)[O-])c1 (stereo not drawn)	i	-10.2	-0.3	16.3	0.9	-3.0	-6.6	3.2	-28.8	-0.3
CCN(CC)C(=O)C1=C(C)N(CCC2=CCCCC2)C(=O)C(CC(=O)NC(c2ccccc2)c2ccccc2)C1 (stereo not drawn)	i	2.1	2.0	-2.9	3.4	.	4.5	1.1	9.4	-0.7
O=C(Nc1ccc2cn[nH]c2c1)c1ccc(Cl)c(S(=O)(=O)N2CCOCC2)c1	i	0.8	2.7	-6.0	1.0	-7.4	11.1	0.2	-2.0	0.2

A draw from above in order of formula weight, rising:
canonical_smiles	Neddylation inh	SUMO1 PPI mod	NadD block	DNMT1 inh	STEP block	Scp-1 inhibitor	SKN-1 block	LMPTP inh	NRP1-CendR mod	TbMetRS inhib
COc1ccc(Cc2nnc(SCC(=O)c3ccc4c(c3)NC(=O)CO4)o2)cc1	i	-10.3	3.7	-7.4	2.6	-3.9	-3.0	17.9	-12.7	-0.4
NC(=O)CC(NC(=O)c1ccccc1)c1ccc(NC2CCCCCCC2)c([N+](=O)[O-])c1 (stereo not drawn)	i	-10.2	-0.3	16.3	0.9	-3.0	-6.6	3.2	-28.8	-0.3
CCN(c1ccccc1)S(=O)(=O)c1ccc(OC)c(NC(=O)Cc2ccccc2OC)c1	i	7.0	-8.5	-5.8	0.9	-11.5	0.5	3.4	-13.6	0.4

Bioassay records from PubChem.
